ABHD5 PLIN5 PPI: inhibitors of human ABHD5-perilipin-5 interaction; Split G. princeps luciferase complementation, luminescence, 4 h; inhibition, % at 4 µM; actives 0.78% (n = 360,000); AID 602281; Q00G26+Q8WTS1;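 active = inhibition above the mean inhibition across every tested compound plus 3 SD, cut at about 22% in these data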;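 also: 0% = DMSO only wells and the 100% control is not disclosed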
NR5A2 inv ag: suppresses constitutive activity of human LRH-1; HEK293T StAR-luciferase reporter, LRH-1 transfected, 24 h; inhibition, % at 3.6 µM; actives 0.13% (n = 360,000); AID 602396;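 active = inhibition above the mean inhibition of all tested compounds plus 3 SD, cut at about 73% in these data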;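 also: 0% = DMSO wells and 100% = reporter-only cells lacking LRH-1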
NCOA3 inh: inhibits human SRC3 coactivator; Q9Y6Q9; HEK293 GAL4-SRC3 luciferase reporter, luminescence; inhibition, % at 3.6 µM; actives 0.17% (n = 360,000); AID 588352;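 active = inhibition above a per-campaign cutoff, the mean of all compounds plus 3 SD, cut at about 60% in these data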;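 also: 0% = DMSO-treated cells and 100% = gossypol-treated cells at 36 µM; higher means less SRC3-driven luciferase light from the GAL4 reporter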
SRC2 inh: inhibits human steroid receptor coactivator 2; actives 0.17% (n = 370,000); Q15596; inhibition, % at 9 µM; HEK293 GAL4-SRC2 luciferase reporter, luminescence;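 active = inhibition above the mean inhibition of all tested compounds plus 3 SD, set per campaign, cut at about 52% in these data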;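 also: 0% = DMSO treated cells and 100% = cells given Gossypol at 36 µM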
COUP-TFII inh: NR2F2 (human) inhibition, primary screen; P24468; HEK293T NGFI-A luciferase reporter, luminescence; inhibition, % at 8.6 µM; actives 0.7% (n = 370,000); AID 686940;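 active = inhibition above a per-plate cutoff, mean inhibition of test wells between control levels plus 3 SD, cut at about 38% in these data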;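 also: cells cotransfected with COUP-TFII expression vector driving the NGFI-A reporter; 0% = median of COUP-TF2 test wells and 100% = reporter-only cells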
NOD2-RIPK2 inh: blocks binding of human NOD2 to RIPK2; O43353; CHO BLA complementation NOD2-RIPK2, CCF4 ratio; inhibition, % at 4.98 µM; actives 0.38% (n = 360,000); AID 624267; in the data active = inhibition above about 21%;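 also: 0% = vehicle only and 100% = reference blocker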
TLR9-MyD88 inh: TLR9-MyD88 interaction inhibition | Q9NR96+Q99836 | CHO BLA complementation TLR9-MyD88, CCF4 FRET ratio | inhibition, % at 4.98 µM | actives 0.21% (n = 340,000) | AID 504734;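 active = inhibition above the mean over all tested compounds plus 3 SD, cut at about 21% in these data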;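 also: 0% = DMSO only wells and 100% = clavulanate BLA inhibitor control wells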
Target sequence (Q99836 whole entry, looked up): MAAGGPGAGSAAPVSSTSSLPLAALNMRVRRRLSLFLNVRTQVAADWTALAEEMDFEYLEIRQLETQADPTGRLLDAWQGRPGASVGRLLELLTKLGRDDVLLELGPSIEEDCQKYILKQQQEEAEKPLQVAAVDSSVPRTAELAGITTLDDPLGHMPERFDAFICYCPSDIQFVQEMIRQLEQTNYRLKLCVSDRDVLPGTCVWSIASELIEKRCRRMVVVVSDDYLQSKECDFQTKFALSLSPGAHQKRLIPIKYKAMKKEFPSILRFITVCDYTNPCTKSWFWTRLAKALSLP
Target sequence (Q9NR96 whole entry, looked up): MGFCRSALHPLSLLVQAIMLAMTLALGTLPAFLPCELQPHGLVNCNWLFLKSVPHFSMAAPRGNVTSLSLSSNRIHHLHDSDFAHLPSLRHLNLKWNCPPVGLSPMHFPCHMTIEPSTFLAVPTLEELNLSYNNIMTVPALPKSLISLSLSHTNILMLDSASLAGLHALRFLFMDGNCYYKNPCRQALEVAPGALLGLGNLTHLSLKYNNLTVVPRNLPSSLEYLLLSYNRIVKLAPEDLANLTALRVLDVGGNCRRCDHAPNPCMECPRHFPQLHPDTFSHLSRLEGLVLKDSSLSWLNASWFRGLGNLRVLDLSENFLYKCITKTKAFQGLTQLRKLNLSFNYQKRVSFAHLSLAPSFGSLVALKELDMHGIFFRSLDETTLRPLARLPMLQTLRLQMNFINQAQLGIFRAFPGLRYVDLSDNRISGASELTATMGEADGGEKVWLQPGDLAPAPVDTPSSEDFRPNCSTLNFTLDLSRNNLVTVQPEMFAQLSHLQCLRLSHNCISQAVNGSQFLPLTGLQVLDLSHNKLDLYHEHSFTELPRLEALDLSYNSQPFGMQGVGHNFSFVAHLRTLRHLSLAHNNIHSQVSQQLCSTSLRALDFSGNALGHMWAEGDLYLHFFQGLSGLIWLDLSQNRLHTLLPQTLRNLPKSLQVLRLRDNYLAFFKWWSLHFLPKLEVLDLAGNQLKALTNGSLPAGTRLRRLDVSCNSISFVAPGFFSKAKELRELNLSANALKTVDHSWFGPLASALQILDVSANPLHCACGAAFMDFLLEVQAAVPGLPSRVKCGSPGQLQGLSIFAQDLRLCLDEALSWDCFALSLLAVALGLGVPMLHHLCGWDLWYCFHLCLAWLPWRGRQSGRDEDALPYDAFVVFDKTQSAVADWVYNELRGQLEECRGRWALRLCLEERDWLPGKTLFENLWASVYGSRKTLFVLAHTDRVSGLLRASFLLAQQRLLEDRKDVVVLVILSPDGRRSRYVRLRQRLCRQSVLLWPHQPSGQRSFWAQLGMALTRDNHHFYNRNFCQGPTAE
Exocytosis inh: blocks lytic granule exocytosis. TALL-104 LAMP-1 surface exposure, flow cytometry; cells stimulated with thapsigargin and PMA. actives 0.66% (n = 360,000). inhibition, % at 10 µM. AID 651702;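 active = inhibition above about 55%, limit read from the data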
TWEAK Fn14 block: blocks TWEAK-Fn14 interaction in a reporter cell assay; TWEAK-stimulated Fn14 reporter cells, luciferase luminescence, 8 h; inhibition, % at 10 µM; actives 2% (n = 360,000); AID 1159606; in the data active = inhibition above about 50%
TROY NFkB inh: inhibitors of TROY-dependent NF-kB signaling | actives 0.98% (n = 360,000) | AID 1347056 | Q293 LMP1-TROYcd NF-kB luciferase reporter, 4 h | inhibition, % at 10 µM;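 active = compounds whose plate-normalised and pattern-corrected inhibition of the luciferase reporter signal at the single screening dose is 50% or more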
NCOA1 inh: human NCOA1 inhibition; AID 588354; HEK293 GAL4-SRC1 luciferase reporter, luminescence; Q15788; actives 0.12% (n = 360,000); inhibition, % at 3.6 µM;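 active = inhibition above the campaign mean plus 3 SD, with each screening campaign given its own cutoff, cut at about 60% in these data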;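 also: 0% = DMSO treated cells and 100% = gossypol at 36 µM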
An asterisk follows results filed as active; nt = no result given. A portion of the library. The share of hits here may be higher or lower than overall.

SMILES	ABHD5 PLIN5 PPI	NR5A2 inv ag	NCOA3 inh	SRC2 inh	COUP-TFII inh	NOD2-RIPK2 inh	TLR9-MyD88 inh	Exocytosis inh	TWEAK Fn14 block	TROY NFkB inh	NCOA1 inh
O=C1c2ccc(-c3ccc4c(c3)C(=O)N(CCCO)C4=O)cc2C(=O)N1CCCO	-3	0	21	28	7	1	-7	4	-9	-12	-10
COc1ccc(C(CNC(=O)C(Cc2ccccc2)NC(N)=O)N(C)C)cc1 (stereo not given)	-1	5	-7	-6	-6	-8	-19	-6	7	-14	7
CC(C)(C)NC(=S)Nc1ccc(Br)cc1	-4	-7	-10	-16	-10	-6	0	-1	7	-8	-33
CCc1cccc(CC)c1NC(=S)NCc1ccc2[nH]c(C)cc2c1	-1	-8	-1	9	9	3	-5	6	12	-12	10
CCCCCCCCN1C(=O)[C@H](CC(=O)NCCCCc2ccccc2)C[C@@]2(C(=O)OC)CC(C)(C)CC=C12	3	5	nt	1	4	-3	nt	0	nt	nt	nt
Cc1cccc(OCC(=O)Nc2nnn(C)n2)c1C	4	0	10	-10	13	-3	-3	0	-7	1	1
CCOC(=O)c1cn(Cc2cccc(C)c2)nn1	6	1	3	-14	-17	0	5	1	13	-17	8
CCOc1ccc(Nc2n[nH]c(=S)s2)cc1	-11	-172	-88	-49	-27	-3	3	-8	-12	-59	-99
O=C(C[C@H]1C(=O)N(CCc2ccccc2)C[C@@H]1Cc1ccccc1)Nc1ccc(Br)cc1	-10	-3	-24	-20	-20	-10	-9	4	37	10	-6
O=[N+]([O-])/C(C(Cl)=C(Cl)Cl)=C(/NC1CC1)Sc1ccccc1	1	10	-1	-2	-14	-68	-3	-2	-2	-9	3
COc1ccc(C(=O)N2CCN(c3cccc(Cl)c3)CC2)c(OC)c1	1	-4	6	-3	-8	2	-2	0	0	0	5
CC1(C(=O)NS(=O)(=O)c2ccc(C#N)cc2)CCN1C(=O)CC1CC1 (stereo not given)	7	2	-16	-21	8	1	nt	-7	0	0	-40
NC(=O)c1cc2ccncc2c2ccccc12	1	42	65*	56*	37	-2	1	6	-15	58*	82*
NC(=S)N/N=C/c1cccc(/C=N/NC(N)=S)c1	-2	5	2	-13	-5	2	-14	3	1	11	-16
Cc1cc(CN2CCC(N3CCC(C(=O)NC4CC4)CC3)CC2)cc(C)c1O	2	19	3	6	2	-12	-8	-2	21	6	9

One compound at a time, from the list above. Order of screens: ABHD5 PLIN5 PPI, NR5A2 inv ag, NCOA3 inh, SRC2 inh, COUP-TFII inh, NOD2-RIPK2 inh, TLR9-MyD88 inh, Exocytosis inh, TWEAK Fn14 block, TROY NFkB inh, NCOA1 inh
CCc1cccc(CC)c1NC(=S)NCc1ccc2[nH]c(C)cc2c1 is listed as -1, -8, -1, 9, 9, 3, -5, 6, 12, -12, 10
COc1ccc(C(CNC(=O)C(Cc2ccccc2)NC(N)=O)N(C)C)cc1 (stereo not given) is listed as -1, 5, -7, -6, -6, -8, -19, -6, 7, -14, 7

Remaining list, next part:
SMILES	ABHD5 PLIN5 PPI	NR5A2 inv ag	NCOA3 inh	SRC2 inh	COUP-TFII inh	NOD2-RIPK2 inh	TLR9-MyD88 inh	Exocytosis inh	TWEAK Fn14 block	TROY NFkB inh	NCOA1 inh
NS(=O)(=O)c1ccc(NC(=O)c2cc(Cl)sc2Cl)cc1	10	-6	8	-7	11	4	-1	4	-14	-7	-1
Clc1ccc(OCCn2cnc3ccccc32)c(Cl)c1	6	-25	-55	-48	-44	0	-6	-5	1	-42	-32
CN(C)S(=O)(=O)c1cccc(-n2sc3ccccc3c2=O)c1	47*	-12	-11	12	1	-4	4	-1	-13	-39	5
COC(=O)C(C)Oc1ccc2c3c(c(=O)oc2c1)CCCCC3 (stereo not given)	-3	8	-8	4	-7	-1	3	32	-12	-14	0
Cc1[nH]c2ccccc2c1C(=O)C(=O)N1CC=C(c2ccccc2)CC1	-4	-13	10	-17	7	-3	-5	1	-2	5	0
COc1ccc(N(C(=O)C2CCCCC2)C2C=CS(=O)(=O)C2)c(OC)c1 (stereo not given)	6	8	9	17	9	-3	-6	-3	-4	-23	11
Cc1c([N+](=O)[O-])c(C(=O)NC2CCCCC2)nn1C	-4	-22	9	-1	-3	-8	-11	-3	-13	-11	2
Cc1ccc2c(c1)cc1c(=O)n(CC(=O)NCCN3CCCC3)nc(C)n12	-5	10	-16	nt	nt	0	-1	-3	3	-13	2
CCn1c(SCC(=O)Nc2ccc(C(C)=O)cc2)nc2c([nH]c3ccccc32)c1=O	-6	20	-4	-15	-14	5	11	-7	-8	-9	-8
COC(=O)c1cn(C)c2ccc(S(=O)(=O)N3CCOCC3)cc2c1=O	2	-8	3	16	2	-4	-2	-2	2	-15	-11
Cc1cccc(CSc2ccc(-c3cccs3)nn2)c1	-1	-47	-71	-23	-25	-4	4	-5	-47	-61	-49
O=C(Nc1cccc2c1C(=O)NC2=O)c1cccnc1Cl	0	3	1	-6	1	-7	-11	-1	-3	-10	-32
CC1=C(C(=O)OC(C)C)C(C)NC(=O)N1 (stereo not given)	2	-2	-7	-24	-8	0	5	4	1	6	5
CCCC(=O)C1=C(N(C)c2ccccc2)CC(C)(C)C(C(=O)OC)C1=O (stereo not given)	-3	4	10	-5	11	-6	7	-1	-1	-4	5
Cc1ccc(S(=O)(=O)N2CCOCC2)cc1NC(=O)COC(=O)CNC(=O)c1ccc(C(C)(C)C)cc1	-4	10	5	-21	-5	6	-2	-3	-39	-46	-14
O=C(CNS(=O)(=O)c1ccccc1)NCc1ccco1	7	-7	-17	-2	4	-4	-2	-2	16	-1	5
CCOc1ccc(/C=C2\SC(=S)N(CC(=O)NCCCN3CCOCC3)C2=O)cc1	-6	-3	-19	6	-4	3	8	1	-16	-46	-23
C/C(CC(=O)Nc1cccnc1)=N\NC(=O)C(=O)Nc1cccc(C)c1	3	-30	5	-20	5	9	6	1	-15	-13	-20
Cc1ccnc(SCc2ccc([N+](=O)[O-])cc2)n1	2	-9	13	-17	10	-1	-4	-4	-11	-11	-18
CCOc1ccc(NC(=O)C(C)NS(=O)(=O)c2ccc(NC(C)=O)cc2)cc1 (stereo not given)	-4	14	9	-3	11	-9	1	-5	-1	-11	4
COc1cccc(C(=O)/C=C2\Sc3ccccc3N2C)c1	3	-109	-64	-50	-42	-8	5	10	-6	-22	-115
O=C(NP(=O)(N1CCOCC1)N1CCOCC1)C1=C(N2CCOCC2)/C(=C\c2ccccc2)CC1	2	9	-6	-6	8	-18	11	-3	3	0	-36
O=C(CCN1CCC(c2cccs2)=N1)c1cccs1	6	-63	-57	-23	-58	1	nt	-7	-14	-42	-97
CCOc1ccc(C(=O)N/N=C/c2ccc(SC)cc2)cc1	-4	8	6	-19	0	6	-9	3	-7	-39	-2
COc1ccc(CN2CCSCC2)cc1O	1	-9	-18	5	4	-9	-3	1	-7	5	-3
O=c1cc(C(F)(F)F)nc(SCc2cccc3ccccc23)[nH]1	-4	7	6	18	6	-1	6	10	-28	62*	15
O=S(=O)(c1ccc(Oc2ncnc3scc(-c4ccccc4)c23)cc1)N1CCOCC1	3	12	14	1	5	-2	0	-6	32	12	-1
Cc1ccc(NC(=O)Cc2nnc(SCC(=O)NC3CCCC3)n2C)c(C)c1	1	8	-10	-20	-9	-9	-9	-10	18	15	18
COc1ccc(CNC(=O)COC(=O)C2CCC(C(C)(C)C)CC2)cc1 (stereo not given)	-3	8	6	-14	-12	1	2	-1	-10	7	-3
Cc1cc(NC(=O)Cn2nnc(-c3ccccc3N)n2)no1	0	10	4	-11	9	-4	-3	-1	-10	12	13
CC(=O)c1ccc(NC(=O)c2ccc(C)c(S(=O)(=O)N3CCOCC3)c2)cc1	13	-12	10	11	-1	0	10	24	-6	-9	-5
Cc1ccc(C(=O)Nc2ccn(C)n2)cc1	7	-110	-59	-29	-22	-11	-6	1	6	-32	-96
Cc1ccc(S(=O)(=O)N2CCOCC2)cc1C(=O)OCC(=O)c1ccc[nH]1	1	7	-6	-6	6	0	-9	-2	-10	-4	-9
C[C@H](CO)N1C[C@H](C)[C@@H](CN(C)S(=O)(=O)c2cccc(F)c2)OCc2cnnn2CCCC1=O	-1	-23	-22	-2	-11	-3	1	6	-50	-6	6
CC1CCc2c(sc(NC(=O)CSc3nc(N)cc(=O)[nH]3)c2C(N)=O)C1 (stereo not given)	-5	30	21	-10	7	3	5	-4	67*	53*	-4
Fc1ccc(Nc2nc(NCc3ccco3)c3ccccc3n2)cc1	9	-4	14	0	9	-3	5	86*	62*	46	-12
CCOC(=O)CSc1nc2ccsc2c(=O)[nH]1	1	0	-11	-30	-32	6	0	0	9	-1	3
COc1ccc2nc3oc(C(=O)N4CCCCC4)cc3cc2c1	-3	-141	-84	-68	-40	-6	1	-2	24	-68	-86
Cc1onc(-c2c(Cl)cccc2Cl)c1CO/N=C(\C#N)c1c(Cl)cccc1Cl	2	-2	14	26	7	6	-10	6	11	-3	9
COC(=O)/C=c1/sc2n(c1=O)CCN=2	2	21	-10	-5	17	-5	-4	-2	2	-5	-8
COc1ccc(CN(CC(=O)NC2CCCC2)C(=O)CCC(=O)Nc2nccs2)cc1	1	8	-13	-13	5	2	-1	4	-11	4	-48
Cn1ncc(=S)[nH]c1=S	1	4	-4	-11	11	-10	-3	-11	-3	2	1
CCOC(=O)c1cn2nc(-c3ccc(OC)cc3)cc2nc1C1CCN(C(=O)OC(C)(C)C)CC1	-4	4	3	-5	-6	1	7	3	1	-19	-4
CC(C)CCC(=O)Nc1cc(S(=O)(=O)N2CCOCC2)ccc1N1CCCC1	-3	6	11	-4	-2	-1	-9	0	8	-4	-4
C=C(C)Cc1c(C)c(C#N)c2nc3ccccc3n2c1N1CCCCC1	0	-23	-1	-11	-5	-6	-8	-2	0	12	-18
CC(=O)c1cc(CN2CCN(CC=C(C)C)C(CCO)C2)cs1 (stereo not given)	4	-11	23	-25	6	-6	-9	3	-15	3	4
COc1cccc(CNC(=O)CCNS(=O)(=O)c2ccc(Br)s2)c1	2	-2	3	-21	9	3	2	8	5	-39	-6
COCCn1c(SCC(=O)NCCCN2CCCC2=O)nc2ccccc2c1=O	7	-25	-1	-11	7	-7	-1	21	18	-16	5
COc1ccc(Cl)cc1S(=O)(=O)NC(C)C(=O)NCCN1CCOCC1 (stereo not given)	-2	-26	-3	10	-11	0	4	-3	11	1	-12
Cc1cccc(N2CCN(C(=O)Cn3nc(C)n4cccc4c3=O)CC2C)c1 (stereo not given)	-5	-9	13	15	7	6	-6	6	22	10	13
C[C@H]1CN=C(Nc2ccccc2)N1CCc1ccccc1	4	4	6	-3	-19	2	3	3	7	4	6
CN(Cc1nc(-c2ccccc2)no1)C(=O)c1ccc2c(c1)OCO2	1	13	-35	11	-8	-1	2	0	0	-14	2
COC(=O)N/N=C/C1=CCC2CC1C2(C)C (stereo not given)	-1	-3	2	4	-3	0	-19	6	-8	12	-6
Cc1cccc(N=N/C(=C\O)C(=O)c2cccs2)c1	-2	-3	-3	-43	-1	2	-1	-3	-17	-21	-16
Cc1ccc(C(=O)Nc2ccncc2)cc1S(=O)(=O)N1CCOCC1	8	11	5	-23	1	-2	-14	-4	9	2	-5
C=CCn1c(SCC(=O)Nc2cc(C)on2)nnc1-c1ccccc1OC	-1	24	12	2	7	-14	-5	-1	3	7	13
